D2 PAM: positive allosteric modulators of human D2 dopamine receptor. P14416. HEK293 T-REx D2, calcium flux, EC20 dopamine potentiation. potentiation, % at 10 µM. 340,000 tested, 0.34% active;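 active = potentiation over 3 SD above the plate norm, cut at about 30% in these data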; also: 0% is about no effect
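Primary screen. Calcium kinetics in induced HEK293 T-REx D2 cells: compound pre-addition 180 s, EC20 dopamine, 180 s more.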
D1 antagonist: human D1 dopamine receptor antagonism. activity change, negative = inhibition, % at 10 µM. HEK293 TREx D1 cells, calcium flux, dopamine EC80; active compounds read low. P21728. 360,000 tested, 3.2% active; in the data active = activity change below about -30%; also: % is scaled to controls: 0 for no effect and ±100 for the full control effect
Target sequence (P21728 whole entry, looked up): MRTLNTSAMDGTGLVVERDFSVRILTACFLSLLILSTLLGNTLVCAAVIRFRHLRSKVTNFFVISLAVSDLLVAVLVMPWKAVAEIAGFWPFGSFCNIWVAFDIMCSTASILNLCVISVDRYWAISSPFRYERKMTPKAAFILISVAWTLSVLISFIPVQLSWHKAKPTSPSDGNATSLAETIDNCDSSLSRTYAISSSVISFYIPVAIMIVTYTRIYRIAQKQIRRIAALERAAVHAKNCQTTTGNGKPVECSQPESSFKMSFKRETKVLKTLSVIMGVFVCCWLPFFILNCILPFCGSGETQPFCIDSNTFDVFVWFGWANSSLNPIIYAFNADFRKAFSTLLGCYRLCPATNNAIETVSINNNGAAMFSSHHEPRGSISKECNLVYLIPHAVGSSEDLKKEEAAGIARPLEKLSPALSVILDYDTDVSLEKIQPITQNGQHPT
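After overnight tetracycline induction at 30 C, force-coupled D1 HEK293 cells took up a no-wash calcium dye at room temperature. Compounds were added and monitored 180 s, and the response to EC80 dopamine was then recorded.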
D2 ag: activates the human D2 dopamine receptor. HEK293 T-REx D2 cells, calcium flux agonist mode. 340,000 tested, 0.53% active. AID 485358. activation, % at 2 µM;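 active = activation over 3 SD above normal in the single-dose calcium agonist read, cut at about 30% in these data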; also: 0% is about no effect
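Agonism scored from kinetic calcium signal (1 read/sec, 180 s) following compound pin transfer, after a 10 s baseline. Cells: HEK293 Trex line expressing inducible D2 receptor coupled to calcium, dye-loaded after overnight culture at 30 C.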
D1 PAM: potentiators of human D1 dopamine receptor; HEK293 TREx D1 cells, calcium flux, dopamine EC20 potentiation; 360,000 tested, 0.036% active; potentiation, % at 10 µM; in the data active = potentiation above about 30%; also: 0% is about no effect
RXFP1 ag: activates the human relaxin receptor RXFP1; 370,000 tested, 0.3% active; Potency, µM (top dose mostly 57.5 µM), for the others: at the top dose activation, hits mostly activators; AID 2676; HEK293T-RXFP1 cAMP TR-FRET, 30 min; response scale: percent of porcine relaxin response, buffer zero; Q9HBX9; active = well fitted activation curve with a large enough effect; inconclusive = small, poorly fitted or top-dose-only effect; also: potency is read from the fitted curve at half-maximal effect; % is scaled to controls: 0 for no effect and ±100 for the full control effect; nearly all actives have a fitted effect of over 60% in size; many of its hits are not listed in these tables
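HEK293T cells stably expressing RXFP1 were pretreated with the PDE4 inhibitor Ro 20174, exposed to compounds for 30 min at 37C, lysed, and cAMP was read by TR-FRET. Data normalized to buffer (basal) and 29 nM porcine relaxin (100%).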
D2 antagonist: antagonists of human D2 dopamine receptor | 340,000 tested, 2% active | P14416 | inhibition, % at 10 µM | HEK293 TREx D2 cells, calcium flux, dopamine EC80; in the data active = inhibition above about 30%; also: 0% is about no effect
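HEK293 T-REx D2 cells, tet-induced, calcium dye no-wash. Cpd pintool add, 180 s kinetic, then EC80 DA, 180 s kinetic. Ca flux read.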
TRHR PAM: allosterically enhances the human TRH receptor | P34981 | TRHR cells, fluo-8 calcium fluorescence, EC20 TRH enhancement | enhancement, % at 2 µM | 360,000 tested, 0.66% active | AID 493056; in the data active = enhancement above about 30%; also: 0% is about no effect
Target sequence (P34981 whole entry, looked up): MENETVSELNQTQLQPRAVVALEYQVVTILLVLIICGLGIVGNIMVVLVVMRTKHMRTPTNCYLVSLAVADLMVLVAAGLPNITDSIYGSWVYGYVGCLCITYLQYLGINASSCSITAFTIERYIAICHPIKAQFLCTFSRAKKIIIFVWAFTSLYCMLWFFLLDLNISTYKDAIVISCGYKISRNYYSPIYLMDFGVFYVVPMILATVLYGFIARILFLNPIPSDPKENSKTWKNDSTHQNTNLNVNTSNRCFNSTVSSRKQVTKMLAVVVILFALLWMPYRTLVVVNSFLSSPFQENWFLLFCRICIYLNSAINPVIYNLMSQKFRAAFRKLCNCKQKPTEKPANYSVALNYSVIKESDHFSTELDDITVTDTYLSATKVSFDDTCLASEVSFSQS
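Enhancer read-out: after compound pinning and an initial kinetic agonist-mode read, an EC20 of TRH (10 nM final) was injected and fluo-8 calcium signal (Ex 480/Em 530) followed at 1 s/cycle for 100 cycles in TRHR-expressing cells.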
RXFP1 antag: antagonists of human relaxin receptor RXFP1; HEK293-RXFP1, relaxin-stimulated cAMP HTRF, 30 min; active compounds read low; AID 1259400; activity change, negative = inhibition, % at 57.5 µM; Q9HBX9; 350,000 tested, 0.59% active;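 active = activity change of -60% or lower, but not beyond a set lower limit; inconclusive = change between -60% and -40%, or beyond the set limit; inactive = change above -40%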; also: % is scaled to controls: 0 for no effect and ±100 for the full control effect
D1 agonist: agonists of human D1 dopamine receptor. P21728. HEK293 T-REx D1 cells, calcium flux, agonist mode. activation, % at 2 µM. 360,000 tested, 1% active. AID 504660; in the data active = activation above about 30%; also: 0% is about no effect
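Agonism was scored from calcium flux recorded over 180 s (1 read/s) after pintool compound addition, following a 10-cycle baseline. Cells were inducible force-coupled HEK293 TREx D1, plated overnight at 30 C and loaded with no-wash calcium dye.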
* marks the source's active call; other numbers are inactive results; u = inconclusive; x = no result given; & = joins results of further samples; ! = a repeat was not active. An excerpt, so the mix of outcomes need not match the whole.

SMILES	D2 PAM	D1 antagonist	D2 ag	D1 PAM	RXFP1 ag	D2 antagonist	TRHR PAM	RXFP1 antag	D1 agonist
COc1ccc(-c2nnn(CC(=O)N3CCN(c4ccccc4OC)CC3)n2)cc1OC	0	10	0.2	-2	0.0%	-4	-1	2	5
CC(NC(=O)CCNC(=O)c1ccccc1Cl)C1CC2CCC1C2 (stereo not drawn)	-7	-15	0.6	-1	0.3%	0	-5	-6	1
Cc1ccc(O)c(C2=Nc3ccccc3N=C(c3cccc([N+](=O)[O-])c3)C2)c1	-6	5	0.4	0	0.7%	-3	-3	-3	-3
Cc1cccc(N2CCN(S(=O)(=O)c3ccc(-c4cc(C(F)(F)F)on4)s3)CC2)c1C	11	15	0.0	-3	-1.4%	x	4	9	2
COC(=O)C1=C(C)NC(C)=C(C(=O)OC)C1c1ccc2ccccc2n1	-1	1	-0.3	10	-3.4%	8	4	-13	-1
CCOC(=O)c1[nH]c(C)c(C(=O)NCc2cccnc2)c1C	3	9	0.2	-1	-0.5%	0	-3	x	2
COc1ccc(NC(=O)CSc2nc(N)cc(=O)[nH]2)cc1S(=O)(=O)N1CCCCC1	11	6	0.4	-3	-1.2%	26	-2	-4	2
CC1CN(c2ccc(NC(=S)Nc3ccc(N4CC(C)OC(C)C4)cc3)cc2)CC(C)O1 (stereo not drawn)	8	0	-0.2	-1	2.3%	-5	2	-4	6
COc1ccc(Nc2nc(N)c([N+](=O)[O-])c(N3CCOCC3)n2)cc1	x	-3	x	2	0.6%	x	7	4	4
c1ccc(SSc2ccccc2)cc1	-6	-23	-1.8	-3	0.2%	-22	5	x	3
CCOC(=O)C(C)NC(=O)CCc1nnc2ccc(N3CCCCC3)nn12 (stereo not drawn)	8	9	0.7	11	17%	-1	10	-8	2
COc1ccc(NC(=O)c2nc3nc(C)cc(C(F)F)n3n2)c(C)c1	-10	6	0.5	0	0.0%	x	-14	x	0
CCOc1ccc(N2CC(C(=O)Nc3ccccc3C(=O)N3CCOCC3)CC2=O)cc1 (stereo not drawn)	3	-3	-0.3	1	1.5%	4	1	7	3
COCCN(C(=O)Cc1cccs1)C(C(=O)NCc1ccc(OC)cc1)c1ccc(C(C)C)cc1 (stereo not drawn)	-5	-5	0.6	1	0.0%	9	-1	6	11
COC(=O)c1ccc(CN2C(=O)NC(Cc3c[nH]c4ccccc34)C2=O)cc1 (stereo not drawn)	9	-17	-0.1	-5	0.2%	-23	-3	-5	7
CC(C)c1ccc(NC2CCCN(C(=O)CCCn3cncn3)C2)cc1 (stereo not drawn)	-10	-6	0.6	-1	-0.2%	4	0	2	1
Cc1cc(-c2csc(N)n2)c(C)n1-c1ccc(Cl)c(Cl)c1	10	9	0.2	0	-0.1%	1	-5	-5	-1
CN(CC(=O)Nc1ccccc1Cl)C(=O)c1ccc(N2C(=O)CCC2=O)cc1	5	3	0.2	-1	-0.1%	0	8	3	1
O=C(NCC(c1cccnc1)N1CCOCC1)c1cccc(Cl)c1 (stereo not drawn)	19	-10	-0.3	-7	-5.2%	-9	3	4	4
Cc1cc([N+](=O)[O-])nn1CCCC(=O)Nc1ccc2c(c1)OCO2	7	-3	0.4	-3	-3.9%	-9	-3	2	2
COc1ccc(C(=O)Nc2ccc(NC(=O)c3cccs3)cc2)cc1[N+](=O)[O-]	3	9	1.0	-7	0.9%	-10	3	x	1
COc1ccc(C(=O)Nc2nc3ccc(S(=O)(=O)N4CCCC4)cc3s2)cc1	5	-32*	0.5	1	3.9%	x	2	-9	1
Fc1cccc(Cl)c1C1Nc2cccc3cccc(c23)N1	3	5	-0.7	-5	-0.3%	3	-8	-4	3
Cc1cc(NC(=O)Nc2nnc(N(C)Cc3ccccc3)s2)ccc1Br	2	3	-0.8	2	0.7%	x	-5	-6	6
O=C(COc1ccccc1[N+](=O)[O-])N1CCN(C(=O)c2ccco2)CC1	3	46	-0.4	-3	-1.5%	4	-11	-5	2
CC(=O)OCc1cc(-c2nc3ccccc3[nH]c2=O)nn1-c1ccc(Cl)cc1	-3	9	-1.3	-8	2.3%	-4	7	7	2
C=CCN(CC=C)CC(O)Cn1c2ccccc2c2ccccc21 (stereo not drawn)	-6	6	0.5	-7	-0.9%	-29	4	u	6
Clc1ccc(NCc2ccsc2)cc1	-6	-9	0.5	-8	3.2%	-8	-1	x	-1
CCCn1nnnc1SCC(=O)N(C(C)C)C(C)C	-1	4	-0.1	-6	0.3%	12	11	3	3
Cc1cc(C)cc(OCC(=O)OCC(=O)c2ccc3c(c2)NC(=O)CO3)c1	-4	5	-0.5	8	-1.4%	4	9	-5	2
CCCCSc1nnc(-c2ccccc2N)c(=O)[nH]1	1	13	-0.5	-3	2.7%	-2	2	10	0
Cc1ccc(N2C(=N)/C(=C3/Nc4ccccc4S3)C(c3ccccc3)C2=O)cc1 (stereo not drawn)	-13	-4	0.8	2	-0.1%	2	8	2	4
CCOc1ccc(-c2cc(C(=O)NN)[nH]n2)cc1	13	1	-0.2	-7	0.1%	-5	-1	-12	1
CCOC(=O)CSc1[nH]c2cc(OC)ccc2c1[N+](=O)[O-]	3	19	1.0	3	-0.6%	10	-2	-6	5
CCOC(=O)c1cc(CC)sc1NC(=O)c1ccc([N+](=O)[O-])c(N2CCOCC2)c1	12	1	-2.0	7	0.5%	-6	2	2	2
CCOc1ccc(C2=Nn3c(nnc3-c3cccnc3)SC2)cc1	-7	3	0.8	-8	4.0%	9	-1	-10	2
COc1ccc(Cl)cc1C(=O)NCCS(=O)(=O)N1CCN(c2ccccc2F)CC1	-6	6	-0.3	-7	-1.7%	15	-5	-17	2
Cc1ccc2[nH]c(C(=O)N3CCN(C=O)CC3)cc2c1	20	0	0.8	3	-0.2%	7	2	-8	0
CCc1ccccc1N(CC(=O)O)S(C)(=O)=O	4	5	-0.1	-2	0.5%	-12	11	-9	1
COc1ccc(N=Nc2nc3ccc(Br)cc3n2C)cc1	33*	24	-0.2	1	-4.2%	23	4	-7	343*
CCOC(=O)C(Oc1ccc2c(-c3ccc(OC)cc3)cc(=O)oc2c1C)c1ccccc1 (stereo not drawn)	-5	-5	0.1	5	-0.1%	9	3	1	3
COc1ccc(-c2c(C(F)(F)F)nn(C)c2NC(=O)c2cccnc2)cc1	4	9	-0.1	-3	-2.4%	-10	-2	-10	5
O=C(Nc1nc(-c2ccccn2)cs1)c1ccc(S(=O)(=O)N2CCCCC2)cc1	x	-9	x	-4	0.0%	x	-3	x	3
COc1ccc(CNC(=O)CCn2cccc2)cc1	0	-6	0.4	0	-0.6%	11	-5	-6	1
CC1=Cc2ccccc2C(C#N)N1C(=O)c1ccccc1 (stereo not drawn)	-2	12	0.9	-3	-1.6%	-1	6	-2	6
CN(C(=O)CSc1nnc(-c2ccncc2)n1-c1ccccc1)C1CCS(=O)(=O)C1 (stereo not drawn)	0	-6	0.6	-1	0.0%	6	5	8	2
COC(=O)c1ccc(NC(=O)Nc2ccc(F)cc2F)cc1	x	-11	x	-1	1.3%	x	-5	-8	11
COC(=O)c1c(NC(=O)CSc2ccccc2N)sc(C)c1C	-5	-12	-0.2	0	2.1%	-6	3	2	1
O=[N+]([O-])c1ccc(O)c(/C=N/Nc2ccccc2Cl)c1	-1	-8	x	-5	1.4%	x	-7	-13	13
CCOC(=O)c1c(NC(=O)CN2C(=O)NC3(CCC(C)CC3)C2=O)sc(C)c1CC (stereo not drawn)	15	-6	2.2	-5	11%	17	0	-3	1
O=C(Nc1ccc(C(F)(F)F)cc1)C1CCN(c2cnccn2)CC1	-4&-4	-56*!	0.0&-0.8	-4&0	-1.2%&2.5%	-7	-3&-4	-14	5&2
S=C(NCCCc1ccccc1)NC1CCCCC1	-19	-1	37*	-5	-3.8%	-3	-3	-4	32*
Cc1ccc(C(=O)NCC(=O)NCCCc2ccccc2)cc1	5	-1	-0.2	-2	-1.0%	4	1	1	0
COc1cc(C(=O)N/N=C/c2cccc(Oc3ccccc3)c2)ccc1O	8	11	-0.1	-8	-0.7%	2	2	-16	4
O=c1c2c(nc3n1CCCCC3)-c1ccccc1CC21CCCCC1	6	4	-0.1	0	-0.7%	-2	-6	-3	0

In the list so far, 8 contain a nitro group on carbon:
SMILES	D2 PAM	D1 antagonist	D2 ag	D1 PAM	RXFP1 ag	D2 antagonist	TRHR PAM	RXFP1 antag	D1 agonist
Cc1ccc(O)c(C2=Nc3ccccc3N=C(c3cccc([N+](=O)[O-])c3)C2)c1	-6	5	0.4	0	0.7%	-3	-3	-3	-3
COc1ccc(Nc2nc(N)c([N+](=O)[O-])c(N3CCOCC3)n2)cc1	x	-3	x	2	0.6%	x	7	4	4
Cc1cc([N+](=O)[O-])nn1CCCC(=O)Nc1ccc2c(c1)OCO2	7	-3	0.4	-3	-3.9%	-9	-3	2	2
COc1ccc(C(=O)Nc2ccc(NC(=O)c3cccs3)cc2)cc1[N+](=O)[O-]	3	9	1.0	-7	0.9%	-10	3	x	1
O=C(COc1ccccc1[N+](=O)[O-])N1CCN(C(=O)c2ccco2)CC1	3	46	-0.4	-3	-1.5%	4	-11	-5	2
CCOC(=O)CSc1[nH]c2cc(OC)ccc2c1[N+](=O)[O-]	3	19	1.0	3	-0.6%	10	-2	-6	5
CCOC(=O)c1cc(CC)sc1NC(=O)c1ccc([N+](=O)[O-])c(N2CCOCC2)c1	12	1	-2.0	7	0.5%	-6	2	2	2
O=[N+]([O-])c1ccc(O)c(/C=N/Nc2ccccc2Cl)c1	-1	-8	x	-5	1.4%	x	-7	-13	13

Part of the list above, reduced to TRHR PAM, D2 ag and RXFP1 ag.
structure | TRHR PAM | D2 ag | RXFP1 ag
O=C(NCC(c1cccnc1)N1CCOCC1)c1cccc(Cl)c1 (stereo not drawn) | 3 | -0.3 | -5.2%
Cc1cc([N+](=O)[O-])nn1CCCC(=O)Nc1ccc2c(c1)OCO2 | -3 | 0.4 | -3.9%
